Rad51 HR inh: blocks human Rad51 in homologous recombination; 0.085% of 200,000 active; inhibition, % at 10 µM; hRad51 DNA strand exchange, fluorescence dequenching; Q06609;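 active = inhibition above 40% at the single screening dose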;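 also: 0% = DMSO control wells and 100% = blanks with heterologous ssDNA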
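Assay system: Human Rad51 nucleoprotein filaments preassembled on unlabelled ssDNA | Reagent: Donor/quencher-labelled 47-bp dsDNA substrate | Doses: One concentration, 10 µM final | Times: 37 °C 15-min filament assembly, 30-min compound preincubation, 15-min exchange | Technique: Fluorescein emission 520 nm, excitation 485 nm | Benchmarks: Plate control and blank wells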
Thrombin inh: inhibitors of human thrombin. P00734. alpha-thrombin, Boc-VPR-AMC fluorogenic substrate cleavage. inhibition, % at 5 µM. 0.26% of 220,000 active. AID 1046;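 active = inhibition at or above 40%; inactive = inhibition below 40%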;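 also: 0% = enzyme with no compound and 100% = wells without enzyme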
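Material: human alpha-thrombin enzyme / Medium: pH 7.5 Tris (50 mM) with NaCl 150 mM, Tween 20 0.05% / Compound: single-point dosing at 5 µM, 0.2% DMSO / Incubation: enzyme reaction carried out at room temperature / Detection: AMC fluorescence, 355/460 nm / Read-out basis: percent inhibition scaled between no-compound controls and no-enzyme blanks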
FXIIa inh 1536: inhibitors of human coagulation factor XIIa | 0.3% of 220,000 active | AID 800 | inhibition, % at 5 µM | P00748 | purified FXIIa, Boc-QGR-AMC fluorogenic substrate, 2 h; in the data active = inhibition above about 40%;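 also: 0% = enzyme with no compound and 100% = blank without enzyme; many of its hits are not listed in these tables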
TNF death inh: blocks TNF-alpha induced death of Jurkat FADD-/- cells. 0.068% of 220,000 active. activation (protection from cell death), % at 10 µM. Jurkat FADD-/- TNF necroptosis rescue, ATP luminescence, 24 h; 0 = TNF only, 100 = no-TNF cells;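 active = activation, meaning protection from cell death, of at least 50% relative to plate controls; inactive = activation below 50%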;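 also: necroptosis triggered by 40 ng/mL TNF-alpha added together with compound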
Cl transport mod: KCC2 (human) Cl- transport modulation. Q9H2X9. KCC2 cells, thallium flux FluoZin-2 fluorescence. B-score of Tl+ flux slope (higher = more flux/activation; lower = inhibition) at 10 µM. 2.2% of 190,000 active. AID 1456;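 active = thallium flux slope and its plate-corrected score both differing from the plate sample mean at a set confidence after two filtering rounds, in either direction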;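 also: slope of fluorescence scaled to starting intensity during 10 to 20 s after thallium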
Target sequence (Q9H2X9 whole entry, looked up): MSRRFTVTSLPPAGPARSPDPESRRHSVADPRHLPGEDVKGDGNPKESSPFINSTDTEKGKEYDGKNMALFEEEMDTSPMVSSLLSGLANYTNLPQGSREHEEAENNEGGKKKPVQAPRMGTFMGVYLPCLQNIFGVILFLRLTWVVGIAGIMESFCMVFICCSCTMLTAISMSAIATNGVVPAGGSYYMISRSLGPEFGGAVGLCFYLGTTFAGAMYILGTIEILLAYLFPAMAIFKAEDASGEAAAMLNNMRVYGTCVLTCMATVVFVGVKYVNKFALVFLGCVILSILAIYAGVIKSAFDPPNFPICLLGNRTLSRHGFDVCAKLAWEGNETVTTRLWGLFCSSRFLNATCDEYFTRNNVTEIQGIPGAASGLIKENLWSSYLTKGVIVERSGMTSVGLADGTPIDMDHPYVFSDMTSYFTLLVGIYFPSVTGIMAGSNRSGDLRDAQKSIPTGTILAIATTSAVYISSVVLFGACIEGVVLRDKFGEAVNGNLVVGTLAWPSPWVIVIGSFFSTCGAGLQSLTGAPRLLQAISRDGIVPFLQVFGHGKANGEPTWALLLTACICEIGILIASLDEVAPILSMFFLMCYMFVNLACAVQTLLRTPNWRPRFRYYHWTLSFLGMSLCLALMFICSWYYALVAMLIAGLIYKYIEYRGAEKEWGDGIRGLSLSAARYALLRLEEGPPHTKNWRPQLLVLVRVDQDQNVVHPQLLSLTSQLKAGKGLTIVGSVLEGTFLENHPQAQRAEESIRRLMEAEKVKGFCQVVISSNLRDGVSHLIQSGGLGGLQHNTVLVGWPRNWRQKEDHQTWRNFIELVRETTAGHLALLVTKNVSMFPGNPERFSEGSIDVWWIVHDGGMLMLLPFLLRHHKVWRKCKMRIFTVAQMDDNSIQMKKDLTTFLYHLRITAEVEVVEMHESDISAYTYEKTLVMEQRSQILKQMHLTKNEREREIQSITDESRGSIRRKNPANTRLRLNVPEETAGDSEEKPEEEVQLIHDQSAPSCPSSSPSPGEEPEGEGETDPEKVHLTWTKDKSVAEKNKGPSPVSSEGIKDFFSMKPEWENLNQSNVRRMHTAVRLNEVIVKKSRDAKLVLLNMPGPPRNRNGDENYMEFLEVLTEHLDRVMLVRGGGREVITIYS
FXIa inh: inhibitors of human coagulation factor XIa. P03951. purified FXIa, Boc-Glu-Ala-Arg-AMC fluorogenic substrate. 0.14% of 220,000 active. inhibition, % at 5 µM;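 active = inhibition of at least 40%; inactive = inhibition below 40%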;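 also: fluorescence of freed AMC excited at 355 nm; 0% = enzyme without compound and 100% = no enzyme blank; many of its hits are not listed in these tables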
Hck-Nef inh: blocks Nef-activated human Hck kinase. inhibition, % at 20 µM. Recombinant Hck-YEEI plus Nef, Z-Lyte FRET kinase assay. 0.68% of 220,000 active;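 active = Hck-Nef kinase inhibition above about 50%, limit read from the data; inactive = inhibition below that limit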;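 also: 0% = DMSO with Hck plus Nef and 100% = Hck alone without Nef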
zVAD death inh: L929 zVAD cell death inhibition. viability rescue, % at 10 µM. 0.38% of 220,000 active. L929 zVAD necroptosis rescue, ATP luminescence, 24 h; with zVAD 60 µM;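 active = activation, scaled between plate controls, above about 75%, limit read from the data; inactive = activation under that limit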;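 also: 0% = zVAD with DMSO and 100% = DMSO alone without zVAD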
hK5 inh: blocks human kallikrein 5 protease activity | inhibition, % at 5 µM | Q9Y337 | recombinant hK5, fluorogenic AMC substrate cleavage | AID 873 | 0.59% of 210,000 active;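 active = inhibition of 40% or more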;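 also: 0% = enzyme controls without compound and 100% = no-enzyme blanks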
An asterisk follows results filed as active; · = no result given. These rows are one share of the data; count on the stated rates, not on these rows.

Every second line gives: Hck-Nef inh, TNF death inh, zVAD death inh, Rad51 HR inh, FXIIa inh 1536, FXIa inh, Cl transport mod, Thrombin inh, hK5 inh
CCCS(=O)(=O)n1nc(-c2ccc(C)cc2)cc1N
  2, 22, 1.6, 7, 11, 1, ·, -1, 4
Cc1ccc(C(=O)Nc2ccc3c(c2)ncn3C)cc1
  11, -0.8, -0.4, ·, 5, -5, ·, -5, -7
CCOc1ccccc1OCCCCCc1c(C)n[nH]c1C
  -1, -1.0, -0.5, -8, 11, 3, -1.3, 1, 1
O=S(=O)(Cc1ccccc1)NCC1CCCN(Cc2cccc3nonc23)C1 (stereo not drawn)
  11, 2.2, 0.1, ·, 0, -4, -0.19, 1, 0
CC1(C)C2CCC1(CS(=O)(=O)N1CCCc3ccccc31)C(=O)C2 (stereo not drawn)
  13, -0.1, 0.8, 2, 10, 0, 0.44, 0, -8
O=S(=O)(c1cccs1)N1CN(Cc2ccc(F)cc2)c2nc3ccccc3nc21
  -1, -2.2, 0.3, -1, -7, -3, ·, -1, 4
O=C(c1ccc(C(=O)N2CCCCCC2)cc1)N1CCCCCC1
  -11, 0.5, 0.5, -11, 2, 0, 1.2, -7, -16
COc1ccc(CCNC(=O)C(=O)N2CCCC2)cc1OC
  14, 0.8, 7.8, -139, -4, -6, ·, 1, -7
Cc1cc(C)n(-c2ccc(Cl)c(C(=O)O)n2)n1
  0, -0.5, 2.2, ·, 5, -7, ·, -1, -5
COc1ccc(S(=O)(=O)N2CCCC(C(=O)Nc3ccc4c(c3)OCCO4)C2)cc1 (stereo not drawn)
  5, 0.1, -0.6, -5, 3, -7, 0.9, -3, 1
C=CCN=C(NC#N)SCCc1ccccc1
  -4, 0.7, 6.7, -3, 1, 1, -2.4, -5, 1
Cc1cc(C(=O)CNCc2ccco2)c(C)n1-c1ccc(F)cc1
  -1, -4.0, 0.2, -6, 0, -15, -0.37, -3, 8
CCOC(=O)N1CCN(C(=O)c2ccc3c(=O)n(Cc4ccc(Cl)cc4)c(=S)[nH]c3c2)CC1
  -1, -3.3, -0.1, ·, 23, 15, ·, 2, -11
C=CCSc1nnc2c(n1)OC(C)=Nc1ccc(Br)cc1-2
  0, 0.1, 11, 8, ·, -2, -1.5, -3, 1
Cc1ccnc(SCc2cc(=O)c(OC(=O)c3ccccc3)co2)n1
  -61, -2.0, -0.1, 6, 10, -1, -0.91, 5, -9

As a short view, 15 of the compounds above:
Every second line gives: Hck-Nef inh, TNF death inh, zVAD death inh, Rad51 HR inh, FXIIa inh 1536, FXIa inh, Cl transport mod, Thrombin inh, hK5 inh
CCCS(=O)(=O)n1nc(-c2ccc(C)cc2)cc1N
  2, 22, 1.6, 7, 11, 1, ·, -1, 4
Cc1ccc(C(=O)Nc2ccc3c(c2)ncn3C)cc1
  11, -0.8, -0.4, ·, 5, -5, ·, -5, -7
CCOc1ccccc1OCCCCCc1c(C)n[nH]c1C
  -1, -1.0, -0.5, -8, 11, 3, -1.3, 1, 1
O=S(=O)(Cc1ccccc1)NCC1CCCN(Cc2cccc3nonc23)C1 (stereo not drawn)
  11, 2.2, 0.1, ·, 0, -4, -0.19, 1, 0
CC1(C)C2CCC1(CS(=O)(=O)N1CCCc3ccccc31)C(=O)C2 (stereo not drawn)
  13, -0.1, 0.8, 2, 10, 0, 0.44, 0, -8
O=S(=O)(c1cccs1)N1CN(Cc2ccc(F)cc2)c2nc3ccccc3nc21
  -1, -2.2, 0.3, -1, -7, -3, ·, -1, 4
O=C(c1ccc(C(=O)N2CCCCCC2)cc1)N1CCCCCC1
  -11, 0.5, 0.5, -11, 2, 0, 1.2, -7, -16
COc1ccc(CCNC(=O)C(=O)N2CCCC2)cc1OC
  14, 0.8, 7.8, -139, -4, -6, ·, 1, -7
Cc1cc(C)n(-c2ccc(Cl)c(C(=O)O)n2)n1
  0, -0.5, 2.2, ·, 5, -7, ·, -1, -5
COc1ccc(S(=O)(=O)N2CCCC(C(=O)Nc3ccc4c(c3)OCCO4)C2)cc1 (stereo not drawn)
  5, 0.1, -0.6, -5, 3, -7, 0.9, -3, 1
C=CCN=C(NC#N)SCCc1ccccc1
  -4, 0.7, 6.7, -3, 1, 1, -2.4, -5, 1
Cc1cc(C(=O)CNCc2ccco2)c(C)n1-c1ccc(F)cc1
  -1, -4.0, 0.2, -6, 0, -15, -0.37, -3, 8
CCOC(=O)N1CCN(C(=O)c2ccc3c(=O)n(Cc4ccc(Cl)cc4)c(=S)[nH]c3c2)CC1
  -1, -3.3, -0.1, ·, 23, 15, ·, 2, -11
C=CCSc1nnc2c(n1)OC(C)=Nc1ccc(Br)cc1-2
  0, 0.1, 11, 8, ·, -2, -1.5, -3, 1
Cc1ccnc(SCc2cc(=O)c(OC(=O)c3ccccc3)co2)n1
  -61, -2.0, -0.1, 6, 10, -1, -0.91, 5, -9

The results go on.
Every second line gives: Hck-Nef inh, TNF death inh, zVAD death inh, Rad51 HR inh, FXIIa inh 1536, FXIa inh, Cl transport mod, Thrombin inh, hK5 inh
CCOc1nc(Nc2ccc(F)cc2)nc(N2CCN(c3ccc(OC)cc3)CC2)n1
  3, 0.1, 0.7, 16, 15, 4, 0.21, 2, -9
O=C(CN1CCCCCC1)NCCN1C(=O)S/C(=C\c2ccccc2Cl)C1=O
  28, 1.7, 0.3, -8, 10, 1, -0.00016, 3, 2
Cc1ccc(NC(=O)NN(C)c2c(Cl)c(Cl)nn2C)cc1
  18, 1.2, -0.8, 0, 8, 7, -1.2, -2, 11
CCN(CC)S(=O)(=O)c1ccc(N2CCN(CCO)CC2)nc1
  0, 0.3, -0.3, ·, 9, 5, 0.39, -3, -3
O=c1c2ccccc2c(-c2ccccc2)nn1-c1ccc(Cl)c(Cl)c1
  -1, -3.0, -0.2, -3, 15, 5, 0.11, 4, 6
Cc1[nH]ncc1N=Cc1ccc([N+](=O)[O-])cc1
  -4, 2.3, ·, ·, 15, 12, -0.01, -1, -8
CN(CC(O)Cn1cnc2c1c(=O)n(C)c(=O)n2C)c1ccccc1 (stereo not drawn)
  20, -1.1, 5.9, -9, 5, -7, -0.068, -1, -1
Cc1cc(C)c2c(N)c(C(=O)NC3CCCC3)sc2n1
  20, 1.1, -0.7, 1, 1, -1, ·, -5, -2
COc1ccc(Cn2c(-c3ccc(Cl)cc3)c[n+]3ccccc23)cc1
  0, 1.5, -0.6, -3, 24, 15, 0.46, 3, -5
O=C(COc1ccccc1)NC1CCN(Cc2ccccc2)CC1
  6, 0.7, -0.6, -9, -2, -3, -0.2, -5, -5
COC(=O)C1=C(C)N(C)C(=O)NC1c1ccsc1 (stereo not drawn)
  -2, -1.0, -0.7, -32, 13, -2, 1, -3, -3
CC1CC(C)CN(S(=O)(=O)c2ccc(C(=O)Nc3sccc3C(N)=O)cc2)C1 (stereo not drawn)
  3, -3.4, 0.5, -2, 1, -7, -0.066, -9, -22
O=Cc1cc(N=Nc2ccccc2Cl)ccc1O
  57*, -1.8, 65, -33, 10, -2, 1.5, -5, 1

Bioassay records deposited in PubChem by several laboratories.
